Screens as filed in PubChem.
IDE inh: human IDE inhibitors in live cells, primary screen, fluorescence polarization, HEK cells, FAbetaB substrate; Insulin-degrading enzyme (Homo sapiens), P14735; FAbetaB cleavage; inhibition, % at 5.59 µM; 0.41% of 320,000 active; AID 434962, 2010;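 active = percent inhibition above the average of all tested compounds plus 3 SD, set per screening campaign, cut at about 16% in these data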;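 also: IDE supplied by intact live HEK cells; FP after avidin binding of uncleaved biotin substrate so inhibition keeps polarization high; 0% = DMSO wells and 100% = 60 µM reference IDE inhibitor Ii1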
PfM18AAP inh: PfM18AAP inhibitors, malaria aminopeptidase, primary screen, biochemical, QFRET, recombinant enzyme; M18 aspartyl aminopeptidase (Plasmodium falciparum 3D7); H-Glu-NHMec fluorogenic cleavage; inhibition, % at 7.35 µM; 1.2% of 290,000 active;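 active = inhibition above the campaign mean inhibition over all tested compounds plus 3 SD, cut at about 28% in these data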;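 also: 0% = plate median of test compound wells and 100% = 2 mM ZnCl2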
NALP1 yeast inh: NALP1 inflammasome inhibitors in reconstituted yeast, colorimetric, S. cerevisiae, triplicate retest; S. cerevisiae NALP1/ASC/caspase-1 growth, X-gal OD620, 72 h; inhibition, % at 10 µM; 0.61% of 280,000 active; AID 2071, 2009; in the data active = inhibition mostly above about 24%, no sharp cut-off; inactive = mostly below about 32%; also: some compounds called inactive have numbers as strong as hits
p-CIP stab down: p/CIP-EGFP fusion destabilizers, primary screen, fluorescence, F442A cells. AID 1984, 2009. Q05BA5. 0.01% of 290,000 active. 16 h. decrease of EGFP signal, % at 10 µM;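 active = EGFP signal decrease of at least 30% at 10 µM or well 3 SD below plate mean, unless failing retest; inactive = the rest, including hits failing retest or dose response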; also: some compounds called inactive have numbers as strong as hits; many of its hits are not listed in these tables
Target sequence (Q05BA5 1-1403): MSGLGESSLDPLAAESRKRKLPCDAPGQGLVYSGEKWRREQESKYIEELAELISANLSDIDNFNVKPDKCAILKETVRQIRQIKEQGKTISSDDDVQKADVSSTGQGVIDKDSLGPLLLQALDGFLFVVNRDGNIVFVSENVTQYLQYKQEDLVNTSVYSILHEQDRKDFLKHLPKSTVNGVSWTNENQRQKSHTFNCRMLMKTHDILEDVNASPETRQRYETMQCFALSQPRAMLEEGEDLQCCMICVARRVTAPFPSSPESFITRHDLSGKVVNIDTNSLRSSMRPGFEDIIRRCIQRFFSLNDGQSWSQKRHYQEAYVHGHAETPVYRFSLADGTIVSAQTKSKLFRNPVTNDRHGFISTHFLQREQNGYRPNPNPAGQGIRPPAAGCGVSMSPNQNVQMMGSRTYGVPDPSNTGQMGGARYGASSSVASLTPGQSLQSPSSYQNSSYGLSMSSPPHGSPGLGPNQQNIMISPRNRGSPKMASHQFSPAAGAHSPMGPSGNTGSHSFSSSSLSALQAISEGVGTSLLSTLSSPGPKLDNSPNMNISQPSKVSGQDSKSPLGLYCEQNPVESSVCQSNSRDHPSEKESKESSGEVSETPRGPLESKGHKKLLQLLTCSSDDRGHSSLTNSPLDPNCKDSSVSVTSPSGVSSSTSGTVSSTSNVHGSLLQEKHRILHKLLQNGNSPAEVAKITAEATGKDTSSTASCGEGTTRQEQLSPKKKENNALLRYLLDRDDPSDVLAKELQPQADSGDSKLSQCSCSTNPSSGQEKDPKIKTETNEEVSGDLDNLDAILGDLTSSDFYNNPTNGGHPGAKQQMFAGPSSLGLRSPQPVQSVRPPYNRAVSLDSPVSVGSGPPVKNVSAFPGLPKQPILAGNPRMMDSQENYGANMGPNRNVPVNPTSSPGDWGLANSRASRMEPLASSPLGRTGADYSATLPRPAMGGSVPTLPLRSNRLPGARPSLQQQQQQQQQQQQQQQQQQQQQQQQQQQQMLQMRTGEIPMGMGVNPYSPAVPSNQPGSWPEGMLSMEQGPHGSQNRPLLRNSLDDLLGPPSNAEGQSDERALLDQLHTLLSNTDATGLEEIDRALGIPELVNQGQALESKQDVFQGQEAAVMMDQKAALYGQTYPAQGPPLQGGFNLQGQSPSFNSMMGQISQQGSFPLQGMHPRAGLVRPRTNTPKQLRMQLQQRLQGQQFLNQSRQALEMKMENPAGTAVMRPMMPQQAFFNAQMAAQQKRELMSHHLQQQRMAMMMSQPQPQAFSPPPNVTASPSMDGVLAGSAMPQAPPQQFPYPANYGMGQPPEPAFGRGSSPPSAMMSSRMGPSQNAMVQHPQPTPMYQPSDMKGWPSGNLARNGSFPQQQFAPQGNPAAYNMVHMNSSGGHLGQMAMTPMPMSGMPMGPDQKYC
PHOSPHO1 block: PubChem AID 1565. 1.1% of 290,000 active. recombinant PHOSPHO1, absorbance phosphatase assay. inhibition, % at 13.3 µM. Phosphoethanolamine/phosphocholine phosphatase (Homo sapiens), Q8TCT1; in the data active = inhibition above about 60%
IMP-1 inhibitor: IMP-1 metallo-beta-lactamase inhibitors, primary screen, biochemical, epi-absorbance readout, Pseudomonas aeruginosa enzyme; metallo-beta-lactamase IMP-1 (Pseudomonas aeruginosa); purified IMP-1, nitrocefin hydrolysis, epi-absorbance fluorescence; inhibition, % at 5.6 µM; 0.45% of 290,000 active; AID 1556, 2009;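 active = inhibition above the mean plus 3 SD of all compounds in the same screening run, cut at about 4.5% in these data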;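 also: 0% = IMP-1 with DMSO and 100% = DMSO wells lacking enzyme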
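System – purified recombinant IMP-1 beta-lactamase · Input – IMP-1 dispensed at 0.2 nM · Timing – 15 min preincubation plus 25 min reaction at 25 °C · Signal – Epi-absorbance fluorescence, 480 nm excitation, 530 nm emission · Measure – percent IMP-1 inhibition derived from blank-referenced optical density · Controls – Enzyme-plus-DMSO low control, enzyme-free DMSO high control · Replication – singlicate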
VIM-2 inhibitor: VIM-2 metallo-beta-lactamase inhibitors, primary screen, biochemical, epi-absorbance readout, Pseudomonas aeruginosa enzyme; inhibition, % at 5.6 µM; 0.89% of 290,000 active; purified VIM-2, nitrocefin hydrolysis, epi-absorbance fluorescence;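 active = inhibition above the mean of all tested compounds plus 3 SD, cutoff set per screening run, cut at about 7.5% in these data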;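 also: red hydrolysis product quenches plate fluorescence so inhibitors raise well fluorescence; 0% = enzyme with DMSO and 100% = DMSO without enzyme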
IDE act: human IDE activators in live cells, primary screen, fluorescence polarization, HEK cells, FAbeta-B substrate; activation, % at 5.96 µM; FAbeta-B cleavage; 0% vehicle, 100% cell-free pure enzyme wells; 0.073% of 340,000 active; Insulin-degrading enzyme (Homo sapiens), P14735;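 active = activation above the mean of all tested compounds plus 3 SD, set per screening campaign, cut at about 17% in these data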
GPR7 antag: GPR7 receptor antagonists, primary screen, cell-based, fluorescence, single concentration; GPR7-expressing cells, fluorescence antagonist assay; inhibition, % at 4.4 µM; 1.1% of 290,000 active; AID 1861, 2009; in the data active = inhibition above about 16%, passing the limit was not always enough;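 also: cells stimulated with the agonist NPW; 0% = agonist with vehicle and 100% = vehicle without agonist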
Starred values were filed as active, the others as inactive; / = no result given. Outcome played no part in choosing rows. About 5.3% of those tested had a hit in this group.

IDE inh	PfM18AAP inh	NALP1 yeast inh	p-CIP stab down	PHOSPHO1 block	IMP-1 inhibitor	VIM-2 inhibitor	IDE act	GPR7 antag	mol
7	2	38	-9	16	0.2	-2.6	5	-10	COc1ccc(C2C(C(=O)c3ccccc3)=C(C)Nc3nc4ccccc4n32)cc1OC (stereo unspecified)
-2	-4	0	-1	-11	-3.2	-2.8	-4	-4	O=C(CSc1ncnc2c1oc1ccccc12)Nc1ccccc1F
8	-2	-11	5	-56	-1.1	0.5	2	8	Cc1cc(C)nc(SCC(=O)Nc2cccc(S(=O)(=O)N(C)C)c2)n1
6	14	13	-9	14	0.9	0.8	-1	21	Cc1snc(SCc2ccc(F)cc2)c1C#N
3	0	18	0	0	-0.2	-1.6	7	2	CCOC(=O)N1C=CC=C[C@@H]2[C@@H](N3C(=O)c4ccccc4C3=O)C(=O)N21
1	-3	1	-1	35	-1.7	-3.3	2	-13	Cc1ccc(C)c(C(=O)COC(=O)CN2C(=O)C3C4C=CC(C4)C3C2=O)c1 (stereo unspecified)
2	-1	20	11	40	-2.7	-1.4	5	-8	COCCNc1ccc(S(=O)(=O)N2CCCC2)cn1
5	-3	26	-4	12	-2.9	-2.3	0	-2	COc1ccc(NS(=O)(=O)c2cc(NC(=O)c3cnc(C)cn3)ccc2N2CCCC2)cc1
4	-53	15	-7	38	-2.2	-1.4	3	-11	Cc1ccc(C(=O)CCS(=O)(=O)c2ccc(F)cc2)cc1
2	1	14	-10	-2	-1.3	-3.0	5	-5	CCC(NC(=S)NCc1ccc(F)cc1)c1ccccc1 (stereo unspecified)
-4	2	9	-3	14	-3.2	-3.0	1	3	COc1cccc(C(=O)N2CCN(CCCc3ccccc3)CC2)c1OC
9	0	15	-4	4	-2.4	-2.2	-4	-9	N#C/C(=C(/O)c1ccc(F)cc1)c1nc2ccccc2s1
-2	3	25	-12	37	-3.9	-3.2	3	-4	CC(C)(C)C(=O)c1sc2nc(-c3cccs3)cc(C(F)(F)F)c2c1N
1	2	8	7	48	-0.7	3.0	0	21	O=C(CN1C(=O)/C(=C\c2cccc(Br)c2)Oc2ccccc21)NCCCN1CCOCC1
1	7	12	-10	0	1.0	0.5	-1	-6	O=C(O)c1cc2nc(-c3ccccc3)cc(C(F)(F)F)n2n1
3	-1	4	8	20	-2.3	-3.1	-3	-2	CCCCC(=O)Nc1nnc(SCC(=O)NC2CC2)s1
2	-5	8	8	-7	-5.1	-3.7	-2	-9	CC1(C)OC2OC(COC(=O)c3ccc([N+](=O)[O-])cc3)C3OC(C)(C)OC3C2O1 (stereo unspecified)
0	-1	13	12	-2	7.0*	-1.3	-3	0	O=C(NCCCn1ccnc1)C(=O)NCC1OCCN1S(=O)(=O)c1ccc(Br)cc1 (stereo unspecified)
3	10	/	-4	28	-3.1	-4.3	8	-11	Cc1ccc(/C=N/NC(=S)NC2CCCCC2)o1
-1	-12	14	6	-15	-1.8	-1.9	2	-6	Cc1ccc(OCc2ccc(C(=O)Nc3nc4ccccc4n3C)o2)c([N+](=O)[O-])c1
2	-3	12	1	10	0.1	-0.8	0	4	N#Cc1cc(-c2ccccc2)nnc1Sc1ccc(Cl)cc1
8	-10	5	-5	16	-1.6	-0.2	5	-7	N#Cc1c(-n2ccnc2)cccc1-n1ccnc1
-1	5	9	-2	-8	0.8	0.9	1	26*	Cn1cccc1/C=C(/C#N)c1ccc(F)cc1
7	-10	30	-6	-14	-4.2	-0.8	-2	1	CC(=O)OCCSc1c(-c2ccccc2)c2cc(Cl)ccc2[nH]c1=O
2	1	-4	-9	18	-3.7	-3.8	4	13	CC(C(=O)NCc1ccco1)n1ccc2cc(S(=O)(=O)N3CCCCC3)ccc21 (stereo unspecified)
-1	-4	18	20	14	-3.6	6.0	0	1	CCOc1ccc2c(c1)c(N=NC(=N)N)c(O)n2C
0	3	-12	-16	-106	-2.5	1.1	-1	-4	CC1CCCN(C(=O)C(C)Nc2cc(Cl)ccc2N2CCOCC2)C1 (stereo unspecified)
0	0	9	-7	-6	-3.3	-2.1	4	-8	CCn1cc(CNC(=O)CCc2nnc(CCC3CCCCC3)o2)cn1
-2	-1	28	11	45	-0.9	-0.4	2	-9	COc1ccc(Cl)cc1C(=O)NC1=NCCS1
-9	7	-8	2	48	-2.1	-2.1	4	-11	Cc1nn(-c2ccc(N3CCOCC3)nn2)c(C)c1CCC(=O)NCc1ccccc1
2	-4	1	0	7	-0.9	-2.8	-3	-6	CC1(C)N=C(SCC(=O)Nc2ccc(Cl)cc2Cl)C(c2ccccc2)=N1
0	0	1	-16	-1	-5.5	-2.2	4	-9	Cc1c(C(=O)Nc2ccc(Cl)cn2)oc2ccccc12
3	-10	8	-3	-17	-1.9	0.6	-5	-1	c1ccc(-c2cnc(CSc3nnc4ccccn34)o2)cc1
-2	-1	9	-15	17	-3.2	-2.1	3	-5	C=CCNC(=O)c1snnc1-c1ccccc1
4	-21	/	-14	18	-4.2	-0.6	1	-16	COc1ccc(CNC(=O)C2CCC(CNc3c(N4CCC(C)CC4)c(=O)c3=O)CC2)cc1 (stereo unspecified)
4	0	7	-1	14	-0.8	5.8	-2	-1	Cc1cc(Cl)c2oc(C(=O)NC3CCC(O)CC3)c(C)c2c1 (stereo unspecified)
2	9	7	-8	22	1.1	-1.1	2	5	Cc1ccc(C)c(N(C(=O)c2csnn2)C(C(=O)NC2CCCCC2)c2cccnc2)c1 (stereo unspecified)
7	0	12	-3	46	-1.7	-1.5	2	-14	CCN1CCN(C(=S)NCC2CCCO2)CC1 (stereo unspecified)
3	2	-3	2	7	-2.1	1.3	1	31*	O=C(Nc1ccc2ccccc2c1)Nc1ccc2snnc2c1
-5	15	20	-8	-8	-1.8	0.5	0	-13	CN(C)C(=S)c1ccc(N(C)C)cc1
4	2	-4	7	25	-3.8	-2.7	3	-9	Nn1c(SCc2ccccn2)nncc1=O
7	-3	-9	-17	0	-7.8	-1.0	-2	4	O=C(NC1CCCC1)c1cccc(S(=O)(=O)N2CCCCC2)c1
3	2	26	1	-10	0.3	-1.2	3	-2	Cc1ccc(S(=O)(=O)NC2c3cccc4cccc(c34)C2Sc2ncccn2)cc1 (stereo unspecified)
0	3	28	-10	32	-3.9	-0.7	4	7	Cc1cc(C(=O)N/N=C/c2cccc3ccccc23)c(C)o1
-7	9	-2	-7	-8	-3.5	-1.6	1	-1	Cc1cc(C)c(NC(=S)N(CCN2CCCCC2)Cc2ccco2)c(C)c1
6	8	8	7	7	-0.7	-1.1	1	-7	N#Cc1c(-c2ccc(Cl)cc2)ccnc1N1CCOCC1
-1	6	4	-14	22	-1.7	-3.8	2	-2	Cc1cc(C)c2nc(-c3ccccn3)cc(C(=O)N3CCCC3)c2c1
3	0	3	13	50	-3.4	-3.4	4	-8	COC1CCCN(C(=O)c2cccc(OC3CCN(S(C)(=O)=O)CC3)c2)C1 (stereo unspecified)
5	-4	13	4	5	-3.1	-1.9	1	6	O=C(c1cn2ccccc2n1)N1CCCC(Nc2ccc(F)c(F)c2)C1 (stereo unspecified)
3	5	5	-6	45	-3.4	-3.2	0	-6	O=C(CCc1nc(-c2ccccc2Cl)no1)NCc1ccco1
-1	6	/	/	/	-4.9	-3.1	0	-9	Cc1ccc(-c2nc(C(=O)NC3CCCCCC3)no2)cc1
-2	3	10	7	-10	-3.4	-3.7	6	-4	NC(=O)C1CCN(C(=O)Cc2ccc([N+](=O)[O-])cc2)CC1
-1	-9	15	-11	-2	1.1	-0.4	-2	-3	Cc1cccc(-c2nnc(-c3ccccc3)o2)c1
1	-13	5	-15	32	-1.8	-4.1	0	4	CCCCNC(=O)Cn1c(=O)c2c(ncn2CCC(C)C)n(Cc2ccccc2)c1=O
1	-7	-12	16	-15	-4.0	-1.8	1	-2	O=C(NC1CCCC1)C(c1ccncc1)N(Cc1ccccc1)C(=O)c1ccc(-c2ccccc2)[nH]1 (stereo unspecified)
0	2	6	-10	/	-2.5	0.5	5	4	N#Cc1ccc(-c2ccc(OCC(O)CN3CCCCC3)cc2)cc1 (stereo unspecified)
0	3	-10	-5	13	-2.1	-3.9	4	-12	CC(C)C(Nc1ccc(C(F)(F)F)cc1[N+](=O)[O-])C(=O)O (stereo unspecified)
2	-3	-35	-11	-17	-5.3	-3.2	5	-10	CCCOC(=O)C1=C(C)OC23OC(N)=C(C#N)C12C(=O)c1ccccc13 (stereo unspecified)
-3	-4	14	2	28	1.0	0.5	-1	-6	COC(=O)c1c(C)oc(C)c1S(=O)(=O)NCc1ccco1
6	6	5	-10	28	-1.2	-1.3	-2	-2	CCCC(=O)N(Cc1cc(=O)[nH]c2ccccc12)c1cccc(C)c1

Going on with the list:
IDE inh	PfM18AAP inh	NALP1 yeast inh	p-CIP stab down	PHOSPHO1 block	IMP-1 inhibitor	VIM-2 inhibitor	IDE act	GPR7 antag	mol
6	-1	-1	-3	39	-3.2	-2.7	0	-10	COc1ccc(OC)c(NC(=O)CN2CCC(NC(=O)c3ccccc3C)CC2)c1
8	28*	11	-21	31	3.4	1.3	2	6	Cn1nc([N+](=O)[O-])nc1N1CCN(c2ccc(F)cc2)CC1
5	3	2	-14	32	-2.4	-1.7	4	-3	COc1ccc(C(=O)NC(=S)Nc2ccc(S(N)(=O)=O)cc2)cc1
/	1	-11	-3	-13	-2.7	-2.2	0	-19	Cc1c(Cl)cccc1Nc1nc(N)nc(CSCCO)n1
-2	6	22	-1	-5	-2.9	-1.2	7	6	CCCCN(C)C1CCN(C(=S)Nc2ccc(OCC)cc2)CC1
-2	-2	22	-6	-18	-0.4	-1.5	6	-4	CCn1c(COc2ccccc2Cl)nnc1SCC(=O)Nc1ncccc1C
/	4	1	-23	-72	-1.6	-4.3	-7	-8	Cc1ccc(NCc2n[nH]c(=S)n2Cc2ccccc2)cc1Cl
4	5	5	-5	-3	-2.6	-0.6	0	-5	COC(=O)CSc1nnc2n(C3CCCCC3)c(=O)c3c4c(sc3n12)CCCC4
1	6	-3	5	-4	-1.1	-1.9	4	-5	O=C(Nc1ccc(C(=O)NN2C(=O)c3ccccc3C2=O)cc1)c1ccccc1
2	-3	8	3	2	-1.3	-1.4	-2	-9	C=CCNC(=S)NNc1nc2c(c(=O)[nH]1)C1(CCCC1)Cc1ccccc1-2

Reformatted: three of the compounds above.
The line under a structure holds: IDE inh, PfM18AAP inh, NALP1 yeast inh, p-CIP stab down, PHOSPHO1 block, IMP-1 inhibitor, VIM-2 inhibitor, IDE act, GPR7 antag
COC(=O)CSc1nnc2n(C3CCCCC3)c(=O)c3c4c(sc3n12)CCCC4
    4, 5, 5, -5, -3, -2.6, -0.6, 0, -5
O=C(Nc1ccc(C(=O)NN2C(=O)c3ccccc3C2=O)cc1)c1ccccc1
    1, 6, -3, 5, -4, -1.1, -1.9, 4, -5
Cn1nc([N+](=O)[O-])nc1N1CCN(c2ccc(F)cc2)CC1
    8, 28*, 11, -21, 31, 3.4, 1.3, 2, 6
